Screening data from PubChem BioAssay.
ER stress death: protection against thapsigargin ER stress killing – CSM14.1 cells, ATP luminescence, primary screen. CSM14.1 thapsigargin ER stress survival. relative survival (cellular ATP), % at 15 µg/mL (by protocol). 48,000 compounds, 0.33% hits. AID 1010, 2008;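 active = survival measured by cellular ATP above 50% at 15 µg/ml in the first screen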;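 note: cell death triggered by about 15 µM thapsigargin; ATP read 24 h after thapsigargin was added; plate controls were thapsigargin with DMSO for no effect and DMSO without thapsigargin for full effect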
The depositor's hits bear a star.

SMILES	ER stress death
CC1=C(C(=O)Nc2cccc(Cl)c2C)C(c2ccc(Cl)cc2)NC(=S)N1 (configuration not stated)	-10
O=C(CCCOc1ccc(Cl)cc1Cl)Nc1ccccn1	6
CC1(C)Cc2c(sc3[nH]c(=O)n(-c4ccccc4)c(=O)c23)CO1	1
Cc1ccc(/C=C2/SC(=S)N(CCC(=O)N3CCCCC3)C2=O)cc1	-8
CN1C(=O)C(=Cc2ccc(-c3ccccc3C(=O)O)o2)C(=O)N(C)C1=O	-1
CC(C)CNC(=O)CN(c1ccc(C(C)C)cc1)S(=O)(=O)c1ccccc1	8
CC1(C)CC(C(CCNCc2ccccc2)c2ccccc2)CCO1 (configuration not stated)	-3
O=C(O)c1cccc(-c2ccc(/C=C3\SC(=S)N(Cc4ccccc4)C3=O)o2)c1	10
CC(=O)Nc1ccccc1NC(=O)COc1ccc(Cl)cc1C	15
Cc1cccc(C)c1NC(=O)CSc1nc2ccc(NC(=O)CSc3nccn3C)cc2s1	-3
CCC(=O)NNc1nc2c(c(=O)n1C1CCOC(C)(C)C1)C1(CCCCC1)Cc1ccccc1-2 (configuration not stated)	12
Cc1c(Cl)cccc1NC1C=CS(=O)(=O)C1 (configuration not stated)	-9

The closing 6 records of the section above are carried over, then new ones follow:
SMILES	ER stress death
CC1(C)CC(C(CCNCc2ccccc2)c2ccccc2)CCO1 (configuration not stated)	-3
O=C(O)c1cccc(-c2ccc(/C=C3\SC(=S)N(Cc4ccccc4)C3=O)o2)c1	10
CC(=O)Nc1ccccc1NC(=O)COc1ccc(Cl)cc1C	15
Cc1cccc(C)c1NC(=O)CSc1nc2ccc(NC(=O)CSc3nccn3C)cc2s1	-3
CCC(=O)NNc1nc2c(c(=O)n1C1CCOC(C)(C)C1)C1(CCCCC1)Cc1ccccc1-2 (configuration not stated)	12
Cc1c(Cl)cccc1NC1C=CS(=O)(=O)C1 (configuration not stated)	-9
CCCOc1ccc2c(C)cc(=O)oc2c1	9
O=C(COc1ccc2ccccc2c1)NCCCc1ccccc1	3
COc1ccc(CNC(=O)COc2ccc(Br)c(C)c2)cc1	5
CCOC(=O)c1c(-c2ccc(Cl)cc2)csc1NC(=O)C1CCCCC1C(=O)O (configuration not stated)	2
Cc1c(-c2nc(-c3cccnc3)no2)cccc1[N+](=O)[O-]	4
COc1ccc(S(=O)(=O)Nc2ccc3c(c2)OCO3)cc1	-2
CC1(c2ccccc2)C(C#N)=C(N)OC2=C1C(=O)CCC2 (configuration not stated)	-6
C=CCc1ccc(OCC(O)CN2CC(C)OC(C)C2)c(OC)c1 (configuration not stated)	9
CN(C)c1ccc(NC(=O)Cc2ccc(Cl)cc2)cc1	0
COc1ccc(C(=O)N2CCN(Cc3cccc(Cl)c3)CC2)cc1	5
C=C(C)Cn1c(SC)nc2sc3c(c2c1=O)CCC(C(C)(C)C)C3 (configuration not stated)	15
COc1ccc(N=Cc2c(O)n(-c3ccc(F)cc3)c(=O)[nH]c2=O)c(OC)c1	-8
CC(=O)CC(=O)Nc1ccc(Cl)cn1	-6
COc1cccc(NC(=O)CN(CCc2ccccc2)S(=O)(=O)c2ccccc2)c1	9
O=C(NCCO)c1cccc2c1C(=O)c1ccccc1-2	16
COc1cc(/C=N/n2cnnc2)ccc1O	9
N#Cc1c(SCC(=O)c2ccc(Cl)cc2)nc2c(c1-c1ccco1)CCCC2	7
CCOC(=O)c1c(NC(=O)c2ccc(N3C(=O)CCC3=O)cc2)sc(C)c1C	10
Cc1cc(OCc2nc(-c3ccccc3)no2)ccc1Br	0
CCOc1ccc(C(=O)N2CCN(c3ccccc3)CC2)cc1OCC	15
Cc1nc2cc(-c3ccc(I)cc3)nn2c(C)c1Cl	-3
Cc1ccc(O)c(Nc2c([N+](=O)[O-])c(=O)oc3ccccc23)c1	-1
O=[N+]([O-])c1ccccc1/C=N/Nc1ncc(Br)cn1	12
Cc1ccc(NC(=O)c2ccc([N+](=O)[O-])cc2)c(C(=O)c2ccccc2)c1	9
O=C(O)CCC(=O)N1N=C(c2cccs2)CC1c1ccccc1Cl (configuration not stated)	1
Cc1nc2cc(NCc3cc4ccccc4[nH]3)ccc2n1C	-1
Cc1ccc(OCCNC(=O)Cc2cccc3ccccc23)cc1C	12
CCOC(=O)C(=O)Nc1ccc(S(=O)(=O)Nc2ccc(OC)cc2)cc1	7
COc1ccc(C(=O)/C=C/c2ccccc2F)cc1OC	3
CCc1ccc(CN2CCN(Cc3cc(OC)ccc3O)CC2)cc1	0
O=C1c2ccccc2C(=O)N1CCCc1nc2ccccc2c(=O)n1Cc1ccccc1	6
CC(C)C(C(=O)O)N1C(=O)/C(=C/c2cccc(O)c2)SC1=S (configuration not stated)	7
O=C(c1ccccc1Cl)N1CCN(c2nc3ccccc3s2)CC1	6
CC1=CC(c2ccccc2)n2c(nc3ccccc32)N1 (configuration not stated)	0
CCSc1nnc(N2C(=O)c3ccc(C(=O)c4ccc(C(=O)O)cc4)cc3C2=O)s1	1
CCCCS(=O)(=O)CC(O)COc1ccc(Cl)cc1 (configuration not stated)	5
CCOc1ccc(NC(=S)NC(NC(=O)c2cccc(OC)c2)C(Cl)(Cl)Cl)cc1 (configuration not stated)	-3
COC(=O)c1ccccc1NC(=O)COc1ccc(-c2ccc(C)cc2)cc1	13
Cc1cccc(C(=O)Nc2ccc(S(=O)(=O)Nc3nccs3)cc2)c1	9
CCCC(=O)c1c(NCc2ccccc2)cc(C)oc1=O	-3
O=S(=O)(c1ccccc1)N1CCN(Cc2cccc(Cl)c2)CC1	-6
Cc1ccc(C(=O)Nc2sc3c(c2C(=O)N2CCC(C)CC2)CCCC3)cc1	8
CCOC(=O)c1c(NC(=O)c2cnccn2)sc2c1CCCC2	14
COc1cc(OC)c(OC)cc1CN1CCN(C2CCCCC2)CC1	1
Cc1ccc(NC(=O)COc2ccccc2C)c([N+](=O)[O-])c1	-3
COc1ccc(/C=N/N=C2\NC(=O)C(CC(=O)O)S2)c(OC)c1 (configuration not stated)	6
O=C(Nc1ccc(F)c([N+](=O)[O-])c1)c1cc(Br)ccc1Cl	-2
O=C1C2=C(Nc3ccccc3SC2c2ccco2)c2ccccc21 (configuration not stated)	2

Next section (two carried over from the part before).
SMILES	ER stress death
O=C(Nc1ccc(F)c([N+](=O)[O-])c1)c1cc(Br)ccc1Cl	-2
O=C1C2=C(Nc3ccccc3SC2c2ccco2)c2ccccc21 (configuration not stated)	2
Cc1cccc(C(=O)NCC(O)c2ccccc2)c1 (configuration not stated)	7
O=C(COc1ccccc1)Nc1ccc(Cl)c(-c2nc3ccccc3s2)c1	6
Nc1nc(-c2ccccc2)c(-c2ccccc2)n1/N=C/c1ccccc1	6
CSc1ccccc1C(=O)O/N=C1/C(=O)N(C)c2ccccc21	7
CCN(CC)C(=O)COc1ccc2oc(C)c(C(=O)OC)c2c1	-2
COc1ccc(O)c(/C=N/n2cnnc2)c1	-1
O=C1N/C(=N\N=C\c2ccccc2F)SC1Cc1ccccc1[N+](=O)[O-] (configuration not stated)	2
O=C(CCCN1C(=O)/C(=C/c2ccccc2)SC1=S)Nc1ccc(O)cc1	8
COc1cc(-c2nnc(SCc3c(F)cccc3Cl)o2)cc(OC)c1OC	9
Cc1ccc([N+](=O)[O-])c2c1NC(c1ccc(Br)cc1)C1CC=CC21 (configuration not stated)	12
CCOc1cccc(C(=O)Nc2nnc(C)s2)c1	4
Cc1cccc(NC(=O)c2ccccc2NC(=O)/C=C\c2ccco2)c1C	2
CC1=C(C(=O)Nc2ccccc2C)C(c2ccc(C(C)C)cc2)NC(=O)N1 (configuration not stated)	9
CCN1C(=O)/C(=C\c2ccc(-c3ccccc3Cl)o2)SC1=S	9
O=C(N/N=C/c1ccc([N+](=O)[O-])o1)c1ccc(C(F)(F)F)cc1	13
CN(C)c1ccc(C(O)(c2ccccc2)c2ccccc2)cc1	14
Cc1cccc(NC(=O)C2CCCC2)n1	5
CCOC(=O)C1=C(C)N=c2s/c(=C\c3ccc(OC)c(O)c3)c(=O)n2C1c1ccc(Cl)cc1 (configuration not stated)	6
O=C(N/N=C/c1cc2ccccc2[nH]1)c1ccccc1	0
CCCOc1ccc(Br)cc1/C=C(/C#N)c1nc2ccc(C)cc2[nH]1	12
COc1cc2nc(-c3ccc(Oc4ccc([N+](=O)[O-])cc4)cc3)oc(=O)c2cc1OC	-10
CCC(CCC(=O)O)NC(=O)c1ccccc1 (configuration not stated)	-4
O=S(=O)(c1ccccc1)N1CCN(C2CCC(c3ccccc3)CC2)CC1 (configuration not stated)	-3
O=C(NCCCO)C(=O)Nc1ccccc1	13
O=C(NCC1CCCO1)c1nn2c(C(F)(F)F)cc(-c3ccco3)nc2c1Cl (configuration not stated)	2
CCCC(CCC)C(=O)Nc1ccc2c(c1)N(C(=O)CCN1CCOCC1)c1ccccc1CC2	6
CCN1C(=O)N(C)C2C1N(CC)C(=O)N2C (configuration not stated)	0
Cc1cc(C)c(-n2c(O)c(/C=C3\C=Nc4ccccc43)c(=O)[nH]c2=O)c(C)c1	10
Cc1ccc2ccc(S(=O)(=O)NCc3ccco3)cc2c1	2
CCOc1ccccc1C(=O)Nc1cc(S(N)(=O)=O)ccc1C	5
CCOc1ccc(N2Cc3ccc(C(=O)NN)cc3C2)cc1	6
COc1cccc2c1CC/C(=C\c1cccc(I)c1)C2=O	6
N/C(=N\c1nc(C(F)(F)F)cc(=O)[nH]1)Nc1cccc2ccccc12	-6
COc1cc(Br)cc(C=Nc2ccccc2C(=O)O)c1O	10
COc1ccc(N(CC(=O)N2CCCC2)S(=O)(=O)c2ccc(NC(C)=O)cc2)cc1	-1
O=C(CN(c1ccc(Cl)cc1Cl)S(=O)(=O)c1ccccc1)Nc1ccc(F)cc1	10
COc1ccc(S(=O)(=O)N(CCc2ccccc2)CC(=O)Nc2cc(Cl)ccc2OC)cc1	1
CCc1cc(C)cc(OCCn2cc(/C=C3/SC(=S)N(C)C3=O)c3ccccc32)c1	5
CC(=O)c1ccc(N=C2c3ccccc3C(=O)C2c2ccc3ccccc3c2)cc1 (configuration not stated)	6
CCOC(=O)c1c(NC(=O)C(C)Oc2ccc(Cl)cc2Cl)sc(C(N)=O)c1C (configuration not stated)	7
COc1cc(O)c(C(=O)c2ccccc2)cc1S(=O)(=O)O	-4
CCc1ccc(NC(=O)C2CCCCC2)cc1	-2
COc1ccccc1/C=C1\C(=O)NC(=O)N(C(C)(C)C)C1=O	4
COc1cc(NS(=O)(=O)c2ccc(N/C=C\C(=O)c3ccc(Br)cc3)cc2)nc(OC)n1	6
O=c1oc2ccccc2c(NCc2ccco2)c1[N+](=O)[O-]	12
COC(=O)C1=C(C)N(C)C(=S)NC1c1cccc(OC)c1 (configuration not stated)	3
CC(/C=C1\SC(=S)N(C(Cc2ccccc2)C(=O)O)C1=O)=C\c1ccccc1 (configuration not stated)	0
Cc1c(C(=O)OC(C)C)sc(NC(=O)c2cccs2)c1C(=O)OC(C)C	1
CCOc1ccc(-c2cc(C(=O)NCc3ccc(F)cc3)c3ccccc3n2)cc1	-2
CC1=C(C(=O)Nc2ccccc2)C(c2cccs2)C(C#N)=C(SCC(=O)c2ccc(F)cc2)N1 (configuration not stated)	7
O=C(Nc1ccccc1C(=O)O)c1ccc2c(c1)C(=O)N(c1ccccc1-c1ccccc1)C2=O	-12
CC(C)(C)NC(=O)/C(=C\c1cccs1)NC(=O)c1ccc(C(C)(C)C)cc1	-2
O=C1NC(=S)S/C1=C/c1cc2c(cc1Cl)OCO2	-6
CC(C)c1nc2sc3c(c2c(=O)n1N)CC(C)(C)OC3	7
C=CCN1C(=O)C(Cc2ccc(OCC)cc2)SC1=Nc1ccc(C(=O)O)cc1 (configuration not stated)	20
CC(C)c1ccc(C(=O)Nc2ccc(Cl)cn2)cc1	1
CCC1=NN(C(=O)c2cccc(Br)c2)C(O)(c2ccc(C)cc2)C1 (configuration not stated)	-3
O=C1/C(=C/c2ccc(-c3ccc([N+](=O)[O-])cc3)o2)SC(=S)N1Cc1ccco1	56*
O=C1C2C(C(=O)N1/N=C/c1ccc([N+](=O)[O-])cc1)C1C=CC2C12CC2 (configuration not stated)	0
CCC(CO)NC1=C(Cl)C(=O)c2ccccc2C1=O (configuration not stated)	-4

Structures above that have a thiophene ring, fused or not:
SMILES	ER stress death
CC1(C)Cc2c(sc3[nH]c(=O)n(-c4ccccc4)c(=O)c23)CO1	1
CCOC(=O)c1c(-c2ccc(Cl)cc2)csc1NC(=O)C1CCCCC1C(=O)O (configuration not stated)	2
C=C(C)Cn1c(SC)nc2sc3c(c2c1=O)CCC(C(C)(C)C)C3 (configuration not stated)	15
CCOC(=O)c1c(NC(=O)c2ccc(N3C(=O)CCC3=O)cc2)sc(C)c1C	10
O=C(O)CCC(=O)N1N=C(c2cccs2)CC1c1ccccc1Cl (configuration not stated)	1
Cc1ccc(C(=O)Nc2sc3c(c2C(=O)N2CCC(C)CC2)CCCC3)cc1	8
CCOC(=O)c1c(NC(=O)c2cnccn2)sc2c1CCCC2	14
CCOC(=O)c1c(NC(=O)C(C)Oc2ccc(Cl)cc2Cl)sc(C(N)=O)c1C (configuration not stated)	7
Cc1c(C(=O)OC(C)C)sc(NC(=O)c2cccs2)c1C(=O)OC(C)C	1
CC1=C(C(=O)Nc2ccccc2)C(c2cccs2)C(C#N)=C(SCC(=O)c2ccc(F)cc2)N1 (configuration not stated)	7
CC(C)(C)NC(=O)/C(=C\c1cccs1)NC(=O)c1ccc(C(C)(C)C)cc1	-2
CC(C)c1nc2sc3c(c2c(=O)n1N)CC(C)(C)OC3	7

Going on with the list:
SMILES	ER stress death
COc1ccccc1NC(=O)c1ccc(CN(c2ccccc2)S(C)(=O)=O)cc1	7
Cc1ccccc1NC(=O)CCCC(=O)OCC(F)(F)C(F)F	4
COc1ccc(CCNC(=O)C(=O)Nc2ccc(OC)c(Cl)c2)cc1	6
COc1ccc(NC(=O)c2cc(OC)c(OC)c(OC)c2)cc1OC	2
COc1ccc(-c2nc3c(n2O)CCc2nonc2-3)cc1OC	7
C/C(=N\Nc1cc(-n2nc(C)cc2C)nc(C)n1)c1ccc(C)cc1	-3
Cc1ccc(N=CC2=C(O)CC(C)(C)CC2=O)nc1	4
COc1ccc([N+](=O)[O-])cc1NCc1ccco1	16
O=C(/C=C/c1ccc(F)cc1)Nc1ccc(F)c([N+](=O)[O-])c1	2
CCCCOC(=O)C1=C(C)NC2=C(C(=O)CC(C)(C)C2)C1c1cccc(Cl)c1 (configuration not stated)	3
CCc1ccc(NC(=O)CSc2nnc(-c3ccco3)n2-c2ccccc2)cc1	15

A portion of the library (hit frequency here may not be typical).
